Sm TGR inh: S. mansoni TGR enzyme inhibition | Q962Y6 | purified TGR, DTNB reduction, TNB absorbance 405 nm | Potency, µM (titrated, usually from 114 µM), for inactives: at the top dose activity change, negative = inhibition, most hits filed as inhibitors | 360,000 compounds, 3% hits | AID 485364; also: potency is read from the fitted curve at half-maximal effect; nearly all actives have a fitted effect of over 60% in size
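TGR 20 nM + NADPH 100 uM (dispensed conc.), cpd preinc 15 min RT; start with NADPH (500 uM addition) then DTNB (15 mM addition). Kinetic TNB absorbance, 405 nm filter. Four-parameter Hill fit across titration.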
AmpC detergent: blocks E. coli AmpC beta-lactamase in detergent assay; P00811; Potency, µM (doses to about 114 µM), for the others: top-dose activity change, negative = inhibition, hits mostly inhibitors; AmpC hydrolysis of nitrocefin, absorbance 480 nm, 0.01% Triton; 370,000 compounds, 0.041% hits; AID 485294;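 also: potency is read from the fitted curve at half-maximal effect; 0% = no-compound wells and -100% = no-enzyme wells; nearly all actives have a fitted effect of over 25% in size; some results filed as inactive show a strong effect at the top dose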
Target sequence (P00811 whole entry, looked up): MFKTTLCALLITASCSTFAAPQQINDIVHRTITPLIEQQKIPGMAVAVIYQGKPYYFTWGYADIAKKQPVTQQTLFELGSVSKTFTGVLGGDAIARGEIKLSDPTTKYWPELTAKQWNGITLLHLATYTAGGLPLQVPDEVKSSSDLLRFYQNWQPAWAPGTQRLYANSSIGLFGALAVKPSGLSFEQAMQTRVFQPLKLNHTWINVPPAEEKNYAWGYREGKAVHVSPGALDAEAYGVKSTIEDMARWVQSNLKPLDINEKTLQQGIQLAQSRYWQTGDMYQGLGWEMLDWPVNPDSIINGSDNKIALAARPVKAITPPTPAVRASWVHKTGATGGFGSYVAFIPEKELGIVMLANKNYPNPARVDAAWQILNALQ
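20 mM phosphate pH 7.0 + 0.01% (detergent screen) or 0.0001% Triton X-100; 5.3 nM AmpC reagent; cpd preinc 15 min RT; nitrocefin (800 uM stock) to start; A480 q20 s × 4 min; Activity was normalised to no-enzyme and no-compound control wells.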
FBPA Giardia inh: blocks Giardia fructose-bisphosphate aldolase activity; purified Giardia FBPA; Potency, µM (series often up to 59.6 µM), for the others: at the top dose activity, negative = inhibition, usual class: inhibitors; 290,000 compounds, 0.71% hits; also: potency is read from the fitted curve at half-maximal effect; nearly all actives have a fitted effect of over 55% in size
Target sequence (A8B2U2 whole entry, looked up): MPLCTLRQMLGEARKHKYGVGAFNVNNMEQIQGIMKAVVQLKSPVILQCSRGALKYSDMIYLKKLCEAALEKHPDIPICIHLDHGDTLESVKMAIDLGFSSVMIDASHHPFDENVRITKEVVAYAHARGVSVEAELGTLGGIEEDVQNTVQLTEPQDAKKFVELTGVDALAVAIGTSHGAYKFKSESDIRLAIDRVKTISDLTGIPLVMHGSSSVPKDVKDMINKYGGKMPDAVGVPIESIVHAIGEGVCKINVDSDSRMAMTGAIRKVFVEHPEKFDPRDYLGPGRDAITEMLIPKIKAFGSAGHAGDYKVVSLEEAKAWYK
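40 nM FBPA preincubated 10 min at RT with compound (up to 57.5 uM final), then substrate plus GAPDH/TPI/NAD/arsenate coupling and diaphorase/resazurin added. Fluorescence read after 20 min at RT, 525/598 nm.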
AMA1 RON2 block: inhibitors of Plasmodium falciparum AMA1-RON2 interaction; AlphaScreen AMA1-biotinylated RON2 peptide binding; 360,000 compounds, 0.2% hits; Potency, µM (highest dose often 58.2 µM), inactives show top-dose activity change, negative = inhibition, actives largely listed as inhibitors;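 also: potency is read from the fitted curve at half-maximal effect; 0% = vehicle wells and -100% = peptide control; nearly all actives have a fitted effect of over 45% in size; some results filed as inactive show a strong effect at the top dose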
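AMA1 (3D7) with his tag at 25 nM final met compounds first, then biotinylated RON2 peptide at 25 nM; detection used donor plus acceptor beads, 10 µg/mL apiece, read by AlphaScreen after 30 min at room temperature.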
HCMV inh: human cytomegalovirus inhibition | HFF cells, HCMV-luciferase reporter, 72 h; stronger effect = lower value | activity change, negative = inhibition, % at 57.5 µM | 410,000 compounds, 4.5% hits | AID 1259415; in the data active = activity change below about -60%; inconclusive = no clear call, values can overlap the other calls; inactive = above about -39%
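Luciferase read-out from HCMV-luciferase-infected HFFs (MOI 1 PFU/cell) 72 h post infection at 37C; compounds added after 16 h cell attachment; activity normalized between buffer-only basal and Salinomycin (10uM) inhibitor controls.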
HCV inhibitor: blocks hepatitis C virus | Huh7.5.1 HCVcc-Cre infection, luciferase reporter, 44 h | Potency, µM (highest dose often 41.8 µM), inactives show at the highest dose activity change, negative = inhibition, most hits filed as inhibitors | 340,000 compounds, 3.4% hits | AID 651820; also: potency is read from the fitted curve at half-maximal effect
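Antiviral activity was scored by luciferase reporter output from cells infected with HCVcc-Cre (~0.5 moi) in presence of compound, 44 h infection period, cells seeded 1,000/well 4 h prior.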
* = called active by the depositor; u = inconclusive; x = no result given; & = joins results of further samples; [ ] = another dose, or the depositor's remark. Unless noted, calls follow the shape of the dose curve; as a rule, active = well fitted curve in the direction sought with a large enough effect; inconclusive = small, poorly fitted or top-dose-only effect, or another doubt; inactive = no such curve, though single readings can be large; an effect the other way counts as inactive or inconclusive. Unless noted, % is scaled to controls: 0 for no effect and ±100 for the full control effect.

The line under a structure holds: AmpC detergent, FBPA Giardia inh, HCV inhibitor, Sm TGR inh, AMA1 RON2 block, HCMV inh
- CCOC(=O)c1c(C)[nH]c(C(=O)COC(=O)[C@H](C)NC(=O)c2ccccc2Cl)c1C
→ -1%, 2%, -12%, -11%, -1%, -6
- COc1cccc(C2c3[nH]c4ccccc4c3CCN2Cc2cnc(C)s2)c1OC (stereo not given)
→ 10%, -11%, -29%, -30%, -25%, -15
- O=[N+]([O-])c1cccc(S(=O)(=O)Nc2ccc(-c3ccc(N4CCOCC4)nn3)cc2)c1
→ 6%, x, 14%, -1%, -3%, -33
- Cc1cc(C)n(CC(O)COc2ccccc2C)n1 (stereo not given)
→ -2%, 3%, 4%, x, -2%, u
- Cc1cc(C)n(CC(=O)Nc2cccc(C(F)(F)F)c2)n1
→ -4%, 1%, -24%, 1%, -3%, -34
- O=C(Nc1ccn(Cc2c(F)c(F)c(F)c(F)c2F)n1)c1cccc(Cn2cc([N+](=O)[O-])cn2)c1
→ u, -1%, u, 5%, 0%, u
- O=C(NCC1CCCCC1)c1ccc(F)c(S(=O)(=O)N2CCOCC2)c1
→ -2%, x, 8%, -2%, 3%, -28
- COc1ccccc1C(=O)NNC(=O)C1CCN(C(=O)OC(C)(C)C)CC1
→ 0%, 9%, 7%, 12%, 53%[activator], 6
- COc1cccc(NC(=O)COc2ccccc2)c1
→ -5%, 5%, -16%, 9%, 8%, 64
- Nc1ccccc1SCc1ccccc1
→ -6%, -11%, -4%, 0%, 4%, -28
- Cc1cc(Cn2nc(-c3ccccc3)cc2C(=O)NCc2cccc(Br)c2)on1
→ u, x, 5.6µM*, -24%, 0%, 41
- O=C(Nc1ccc(S(=O)(=O)N2CCCC2)cc1)c1cccs1
→ 5%, 1%, -23%, 0%, 17%, u
- COc1cccc(C(=O)Nc2cccc(C(=O)OCc3cc(=O)n4c(C)csc4n3)c2)c1
→ 4%, x, x, 4%, x, u
- CCC(C)c1ccccc1NC(=O)COc1ccc(-n2cnnn2)cc1 (stereo not given)
→ 1%, x, 5%, -2%, 5%, -31
- CCn1cc(C(=O)NCc2ccncc2)c(=O)c2cc(F)c(N3CCN(C(=O)c4ccco4)CC3)cc21
→ -8%, -4%, u, u, 18%, -18
- N#Cc1c(N2CCOCC2)nsc1-c1ccc(C(F)(F)F)cc1
→ u, -2%, u, 6%, 4%, -30
- CCC(C)c1ccccc1NC(=O)C1CCCO1 (stereo not given)
→ 1%, 3%, 14%, u, -19%, 27
- CCCN1CCN(CCNC(=O)Nc2ccccc2Cl)CC1
→ 6%, -4%, 13%, 17%, -11%, 18
- O=C(Oc1ccc2ccc(O)cc2c1)C1CCCCC1
→ 0%, u, 6%, x, 0%, 26
- Cc1cc(C)cc(N(CC(=O)Nc2cccc(C)n2)S(=O)(=O)c2c(C)noc2C)c1
→ 2%, 1%, u, 5%, -8%, 49

The last two entries of the part above lead into the next.
The line under a structure holds: AmpC detergent, FBPA Giardia inh, HCV inhibitor, Sm TGR inh, AMA1 RON2 block, HCMV inh
- O=C(Oc1ccc2ccc(O)cc2c1)C1CCCCC1
→ 0%, u, 6%, x, 0%, 26
- Cc1cc(C)cc(N(CC(=O)Nc2cccc(C)n2)S(=O)(=O)c2c(C)noc2C)c1
→ 2%, 1%, u, 5%, -8%, 49
- COc1ccc(CCNC(=O)C/C(C)=N/NC(=O)Cc2cccc3ccccc23)cc1OC
→ 1%, 3%, 1%, -1%, 38%[activator], u
- Cc1ccccc1N1CCN(CC(=O)NCc2ccc(Cl)cc2)CC1
→ -7%, 1%, -15%, -14%, -8%, 56
- COc1cc(OC)c(NC(=O)c2cn(C3CCCC3)c(=O)c3c2c2ccccc2n3C)cc1Cl
→ 13%, x, x, 6%, x, -1
- Brc1ccc(-c2csc(N3CCCCCC3)n2)cc1
→ u, -14%, -15%, 52%[activator], 4%, -28
- NC(=O)c1ccc(/C=N/O)nc1
→ 2%, 18µM*, 6%, 13%, 107%[activator], -10
- CCCc1nnc(NC(=O)CCC(=O)NCc2ccc(Cl)cc2Cl)s1
→ 3%, x, 2%, -21%, 8%, 17
- CC(=O)N1CCOc2ccc(S(=O)(=O)N3CCC(C(=O)NCc4ccc(F)cc4)CC3)cc21
→ 0%, 3%, -2%, 4%, -6%, -33
- CCSc1nnc(NC(=O)CSc2nc3c(c(=O)n2C)SC(C)C3)s1 (stereo not given)
→ 1%, -11%, u, 13%, 13%, -85*
- CCOC(=O)C(C)Sc1nc2c(c(=O)[nH]c(=O)n2C)n1CCc1ccccc1 (stereo not given)
→ 2%, 0%, u, 4%, 4%, -17
- CC(=O)N/C(=C/c1ccc2c(c1)OCO2)C(=O)N1CCOCC1
→ u, -11%, 13%, -17%, 19%, 12
- Cc1ccc(SCc2nc3ccccc3n2CC(=O)Nc2ccc(Cl)cc2)cc1
→ u, 1%, 0%, -6%, 5%, -36
- CC(=O)c1cccc(NC(=O)Nc2csc3c2CCCC3)c1
→ 1%, -25%, u, 7%, 0%, -32
- Cc1cc(C)c(N=Cc2c(O)n(-c3nccs3)c(=O)c3ccccc23)c(C)c1
→ 2%, -3%, u, 0%, -11%[11.6 µM], -36
- CCN(CC)CCNC(=O)CSc1c2c(nc3cc(Cl)ccc13)CCCC2
→ 1%, -4%, 10µM*, 3%, -7%, -99*
- Clc1ccc(OCCCn2ccnc2)c(Br)c1
→ 0%, -4%, u, -5%, -16%, -18
- CCCOc1ccc(C(=O)NCC(c2ccco2)N(C)C)cc1 (stereo not given)
→ 3%, 2%, -13%, u, 28%, -29
- COCCN1Cc2cccc(C(=O)NCCc3ccccc3)c2C1=O
→ -2%, 9%, -10%, -5%, -2%, -3
- OCC1CO1 (stereo not given)
→ -4%, x, -65%, -9%, 8%, 1
- Cc1ccc(NC(=S)N2CCC(N(C)CC3CCCO3)CC2)cc1 (stereo not given)
→ 0%, u, -14%, u, -3%, -33
- O=C(NCCOc1ccccc1F)C1CC(=O)N(c2ccc3c(c2)OCCO3)C1 (stereo not given)
→ 3%, x, u, 39%[activator], -4%, 10

Reprinted at random: 3 entries already listed.
The line under a structure holds: AmpC detergent, FBPA Giardia inh, HCV inhibitor, Sm TGR inh, AMA1 RON2 block, HCMV inh
- O=C(NCCOc1ccccc1F)C1CC(=O)N(c2ccc3c(c2)OCCO3)C1 (stereo not given)
→ 3%, x, u, 39%[activator], -4%, 10
- CCSc1nnc(NC(=O)CSc2nc3c(c(=O)n2C)SC(C)C3)s1 (stereo not given)
→ 1%, -11%, u, 13%, 13%, -85*
- Brc1ccc(-c2csc(N3CCCCCC3)n2)cc1
→ u, -14%, -15%, 52%[activator], 4%, -28

Next section.
The line under a structure holds: AmpC detergent, FBPA Giardia inh, HCV inhibitor, Sm TGR inh, AMA1 RON2 block, HCMV inh
- COc1cc(O)c(C(CC(=O)N2CCCC2)c2ccc(N(C)C)cc2)c(OC)c1 (stereo not given)
→ 9%, -15%&-15%, 11%, -34%, 1%, -6
- CC(=O)c1ccc(S(=O)(=O)N(CC(=O)NC2CC2)Cc2ccc(F)cc2)cc1
→ u, x, -2%, -1%, -11%, 31
- Cc1nn(C)c(C)c1S(=O)(=O)N1CCC(CO)(Cc2ccc(Cl)cc2)CC1
→ 3%, 2%, -8%, -3%, 10%, 51
- CCOc1cc(N2CCOCC2)c(OCC)cc1NC(=O)c1ccc(NC(C)=O)cc1
→ 10%, -10%, -4%, 2%, -5%, -14
- CCC(=O)NC(=S)Nc1ccc(S(=O)(=O)NC(C)C)cc1
→ u, 8%, 5%, -10%, 2%, -110*
- COc1ccc(C2NC(=O)NC(C)=C2C(=O)OCc2ccccc2)cc1 (stereo not given)
→ 0%, 2%, -28%, 1%, -1%, -29
- COc1cccc(Cc2nc3ccccc3nc2SCC(=O)N2CCCCC2C)c1 (stereo not given)
→ 0%, x, x, 9%, x, -38
- O=C1C(Cc2ccccc2)Nc2ncnc(N3CCc4ccccc4C3)c2N1Cc1ccc(Br)cc1 (stereo not given)
→ 4%, x, -11%, -18%, x, x
- O=C(Cn1cnc2c(cnn2-c2ccc(F)cc2)c1=O)NCc1ccco1
→ -7%, 2%, -22%, -16%, -2%, 12
- CC(C)(C)c1ccc(C(=O)NC2CCS(=O)(=O)C2)cc1 (stereo not given)
→ -9%, -10%, 1%, -3%, -8%, -2
- O=C(Nc1ccc(O)c2c(=O)cc(-c3ccccc3Cl)oc12)c1ccccc1Cl
→ u, 5%&1%, 6%, -14%, 8%, -8
- CC(C)Nc1nc(NC(C)(C)C)nc(Oc2ccc(=O)n(-c3ccccc3)n2)n1
→ u, x, -6%, 10%, -6%, 16
- O=C(CNC(c1ccccc1)c1ccccc1)NCc1ccccc1Cl
→ 3%, 10%, u, 2%, 6%, -29
- COc1cccc(C(=O)CN2CCC(NC(=O)NC3CCCCC3)CC2)c1
→ 4%, 0%, -2%, u, 5%, 37
- CC1CN(S(=O)(=O)c2ccc(C(=O)Nc3nnc(-c4ccccn4)o3)cc2)CC(C)O1 (stereo not given)
→ 1%, u, 10%, -7%, 61%[activator], u
- Cc1nn(-c2ccccc2)c2[nH]c(=O)c(CNc3ccc(N4CCOCC4)cc3)cc12
→ u, u, -7%, u, 55%[activator], 0
- CNC(=O)CSc1nnc(SCCC(=O)O)s1
→ -11%, 6%, 7%, 0%, 7%, u
- Cc1ccc(Oc2cnn(-c3ccccc3)c(=O)c2Br)cc1
→ -13%, 3%, 11%, -2%, -6%, u
- CC(NC(=O)C(C)N1C(=O)C2C3CC(C(Br)C3Br)C2C1=O)c1ccccc1 (stereo not given)
→ -5%, 7%, 6%, -4%, 15%, -1
- CCOC(=O)c1nc2ccccc2s1
→ -1%, -10%, 13%, 5%, 4%, 94
- CCC(C)(C)n1nnnc1C(c1ccc2ncccc2c1)N1CCCCCC1 (stereo not given)
→ -2%, -12%, 13%, -28%, -8%, u
- COc1ccc(-c2noc(CCC(=O)N3CCN(c4ccccc4C(F)(F)F)CC3)n2)cc1
→ x, x, 13%, x, 0%, 8
- CCc1nnc(NC(=O)[C@@H](NS(=O)(=O)c2ccc3c(c2)OCCO3)C(C)C)s1
→ x, x, 6%, x, 15%, 22
- CC(C)C[C@@H](CN1CCC[C@@H]1CN1C(=O)C(=O)NC[C@@H]1Cc1ccccc1)N1C[C@H](Cc2ccccc2)N(CC2CCCCCC2)C(=O)C1=O
→ x, x, -15%, x, 1%, 3
- Cc1cc(NC(=O)CSc2nc3c(C)cccc3cc2C#N)no1
→ -9%, 14%, u, 10%, 14%, 26
- CCOC(=O)c1c(C)[nH]c(C(=O)COC(=O)CNC(=O)c2ccc(Br)cc2)c1C
→ -6%, 3%, -7%, -3%, 0%, 15
- CCCSc1nc(N)cc(=O)[nH]1
→ 1%, -7%, 16%, u, 16%, 7
- CCOc1ccc2nc(N(CCCN(C)C)C(=O)c3ccc(S(=O)(=O)N4CCCC4)cc3)sc2c1
→ -1%, -2%, -25%, 2%, -6%, -18
- O=[N+]([O-])c1cccc(-c2ccc(/C=N/NC(=S)Nc3ccccc3)o2)c1
→ u, 9%, -15%, -4%, -6%, -29

Bioassay records from PubChem BioAssay.
